GDH-TPI counter: inhibits GDH-TPI coupling enzymes, artifact for Mtb FBA screen. GDH-TPI coupled enzyme counterscreen, NADH absorbance. inhibition, % at 4.8 µM. hit rate 1.2% among 360,000. AID 588335; in the data active means inhibition above about 30%;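 further: 0% = DMSO wells and 100% = wells lacking the enzyme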
PrPC TRFRET: inhibitors of human cell surface prion protein PrPC | P04156 | TR-FRET read-out | inhibition, % at 13.8 µM | hit rate 0.43% among 370,000; in the data active means inhibition above about 24%; further: 0% = median of the test wells and 100% = reference compound wells
UGM FP inh: blocks M. tuberculosis UGM enzyme; purified UGM, fluorescence polarization probe displacement; AID 504406; hit rate 0.06% among 320,000; inhibition, % at 10 µM; in the data active means inhibition above about 10%, passing the limit was not always enough; inconclusive means no clear call, values can overlap the other calls
Target sequence (P9WIQ1 whole entry, looked up): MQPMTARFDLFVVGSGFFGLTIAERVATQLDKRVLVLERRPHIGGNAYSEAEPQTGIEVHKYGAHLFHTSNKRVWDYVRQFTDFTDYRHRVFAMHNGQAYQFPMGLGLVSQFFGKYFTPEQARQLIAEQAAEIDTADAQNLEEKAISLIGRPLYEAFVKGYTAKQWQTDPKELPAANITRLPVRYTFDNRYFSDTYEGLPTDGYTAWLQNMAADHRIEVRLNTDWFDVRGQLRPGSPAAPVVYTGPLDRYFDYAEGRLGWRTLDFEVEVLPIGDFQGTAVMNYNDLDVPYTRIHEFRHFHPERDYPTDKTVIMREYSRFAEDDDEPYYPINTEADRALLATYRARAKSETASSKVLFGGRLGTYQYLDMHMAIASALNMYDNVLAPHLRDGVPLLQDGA
BoNT F protease: inhibitors of Botulinum neurotoxin F light chain protease | Multiplex microsphere protease cleavage assay, flow cytometry | inhibition, % at 10 µM | hit rate 0.22% among 360,000; in the data active means inhibition above about 35%, passing the limit was not always enough; inconclusive means no clear call, values can overlap the other calls; further: plate controls were buffer without enzyme for full effect and enzyme alone for no effect
MazF activator: MazEF (E. coli) toxin RNase activation. hit rate 0.32% among 350,000. activation, % at 20 µM. P0AE70. FAM/BHQ RNA-DNA oligo cleavage fluorescence, 5 h; in the data active means activation above about 50%
Target sequence (P0AE70 whole entry, looked up): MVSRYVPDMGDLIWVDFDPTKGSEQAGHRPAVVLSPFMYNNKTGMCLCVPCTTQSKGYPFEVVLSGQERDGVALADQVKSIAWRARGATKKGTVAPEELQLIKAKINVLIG
Rv3671c inh: Rv3671c (M. tuberculosis) protease inhibition; inhibition, % at 5.96 µM; hit rate 0.048% among 320,000; in the data active means inhibition above about 38%;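 further: extracellular domain of Rv3671c used as enzyme; 0% = enzyme with DMSO and 100% = no enzyme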
Target sequence (P9WHR9 whole entry, looked up, the tested form may be a part): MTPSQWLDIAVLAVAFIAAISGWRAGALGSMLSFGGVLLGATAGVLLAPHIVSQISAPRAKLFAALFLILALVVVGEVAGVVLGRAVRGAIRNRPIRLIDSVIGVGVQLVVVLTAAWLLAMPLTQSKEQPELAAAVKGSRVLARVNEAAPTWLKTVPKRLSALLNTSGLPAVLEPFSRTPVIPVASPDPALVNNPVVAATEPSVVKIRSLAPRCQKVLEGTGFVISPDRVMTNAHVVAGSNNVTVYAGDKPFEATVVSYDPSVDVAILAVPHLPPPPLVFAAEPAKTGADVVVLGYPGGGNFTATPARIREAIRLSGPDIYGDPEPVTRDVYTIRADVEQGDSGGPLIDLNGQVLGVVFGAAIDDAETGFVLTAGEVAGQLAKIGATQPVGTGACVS
FadD28 FP inh: M. tuberculosis FadD28 bisubstrate binding inhibition | FadD28 bisubstrate probe binding, fluorescence polarization | inhibition, % at 12.5 µM | hit rate 0.22% among 360,000; in the data active means inhibition above about 8.5%, passing the limit was not always enough; inconclusive means no clear call, values can overlap the other calls
BioA inh: BioA (M. tuberculosis) enzyme inhibition; purified M. tuberculosis BioA enzyme, plate reader; inhibition, % at 9.99 µM; hit rate 0.096% among 360,000; in the data active means inhibition above about 40%; inconclusive means no clear call, values can overlap the other calls
FBA Mtb inh: Mtb fructose-bisphosphate aldolase inhibition. P9WQA3. purified M. tuberculosis FBA, fluorescence read-out. inhibition, % at 1 µM. hit rate 2.3% among 360,000. AID 588726; in the data active means inhibition above about 27%;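 further: 0% = vehicle and 100% = reference inhibitor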
Active calls of the source: *; ? = inconclusive; · = not tested or not shown; & = joins results of further samples. The order is random. Share with any hit: about 4.8%.

nr	smiles	GDH-TPI counter	PrPC TRFRET	UGM FP inh	BoNT F protease	MazF activator	Rv3671c inh	FadD28 FP inh	BioA inh	FBA Mtb inh
1	COc1ccc(OC)c(CCNC(=O)C2CCN(c3nnc(-n4cccc4)s3)CC2)c1	-12	-2	0.5	-5	1	1	-0.4	-0.7	0
2	Cc1ccc(C(=O)OCC(=O)c2c[nH]c3ccccc23)cc1S(=O)(=O)N1CCCCC1	-3	-4	-1.4	8	2	-133	1.5	·	-3
3	COCCCNC(=O)C[C@H]1C[C@H](C(=O)N2CCCCC2)[C@@]2(CCc3ccccc3)c3[nH]c4cc(-c5ccco5)ccc4c3CCN2C1=O	22	0	·	-3	6	·	0.8	-1.6	24
4	CCOC(=O)C1CCCN(c2c(N3CCN(C)CC3)c(=O)c2=O)C1 (stereo not given)	17	-3	0.1	0	8	9	-3.5	6.8	-2
5	CCN(Cc1ccc(Br)s1)C(=O)CSc1nnc(C2CC2)n1C1CC1	8	-8	·	7	-3	·	-2.0	2.1	1
6	Cn1c(=O)c2c(ncn2CCNC2=NCCCCC2)n(C)c1=O	-2	3	0.2	1	1	5	0.2	·	-3
7	Nc1cccc2c1C(=O)N(C(=O)c1ccco1)C2=O	3	1	0.3	-4	6	4	-2.3	·	2
8	O=C1CCN1C1(C(=O)NC2CCCCC2)CCCC1	8	4	1.2	8	7	-2	0.1	-2.4	2
9	COC(=O)c1sccc1NC(=O)c1ccc(C)s1	6	2	5.0	5	3	-6	-3.2	0.9	-1
10	CC(C)CN(CCCNC(=O)CN1N=C(c2ccc(Cl)cc2)CCC1=O)CC(C)C	1	-19	0.6	1	-3	1	0.5	2.1	1
11	Oc1ccc(Br)cc1/C=N/NC(=S)NCCc1ccccc1	8	1	1.0	-2	10	0	-1.8	-1.4	6
12	CC(=O)c1ccccc1NC(=O)COC(=O)/C(=C/c1ccccc1)n1nnnc1C	-4	-5	-0.6	5	-7	4	-1.3	-0.1	-1
13	Cc1cc(/C=C(\C#N)C(=O)NC2CC2)c(C)[nH]1	18	-2	-0.7	0	2	0	1.1	0.1	-1
14	Fc1ccc(Oc2cc(N3CCOCC3)nc(-c3ccccc3)n2)c(F)c1	6	3	3.0	-19	4	9	-1.6	-1.4	3
15	CCc1ccc(NC(=O)Cn2c(=O)oc3cc(S(=O)(=O)N4CCOCC4)ccc32)cc1	11	15	2.3	0	-15	-12	-1.8	-0.2	9
16	CC(=O)NCCNC(=O)C1(C)Cc2c(-c3ccc(C(N)=O)cc3)ccnc2O1 (stereo not given)	5	-1	·	1	·	·	0.6	5.0	6
17	O=C(N/N=C/c1ccc(-c2cccc([N+](=O)[O-])c2)o1)c1cccs1	18	1	1.2	-1	14	2	-3.6	·	-3
18	COc1ccc(-c2nnn(CC(=O)N(CC(=O)NC3CCCC3)c3ccccc3)n2)cc1OC	0	-7	1.5	0	-2	9	0.9	·	1
19	CCN1CCN(CC(O)COC(c2ccccc2)c2ccccc2C)CC1 (stereo not given)	-4	1	1.1	-26	10	15	-0.5	-0.4	0
20	O=C(COC(=O)COc1ccccc1)Nc1ccc(S(=O)(=O)N2CCOCC2)cc1	6	5	-2.7	-1	7	-13	-2.8	-1.6	5

Individual results from above:
BioA inh, #4 : 6.8
FadD28 FP inh, #19 : -0.5
FBA Mtb inh, #12 : -1

Other structures follow.
nr	smiles	GDH-TPI counter	PrPC TRFRET	UGM FP inh	BoNT F protease	MazF activator	Rv3671c inh	FadD28 FP inh	BioA inh	FBA Mtb inh
21	O=C1N/C(=C/c2ccc(N3CCOCC3)o2)C(=O)N1c1ccccc1	16	-3	2.0	0	-26	-14	0.2	·	-2
22	O=C1OCC2=C1C(c1ccc(F)cc1)c1cc3c(cc1N2)OCO3 (stereo not given)	7	13	·	-1	7	·	-1.6	·	27*
23	COC(=O)c1cc(C#N)c(N(C)Cc2ccccc2)nc1C	-6	7	0.9	5	-7	3	-0.9	0.3	10
24	CC(C)NC(=O)NC(=O)CSc1nnc(C(F)(F)F)n1C	0	0	-0.1	2	3	-4	0.5	·	3
25	COCC(=O)NC1CC(C)(C)Cc2c1cnn2-c1ccc(F)cc1 (stereo not given)	-10	-2	-1.3	?	-7	5	0.9	0.5	3
26	CC(=O)c1c(C)[nH]c(C(=O)Nc2ccc(F)cc2F)c1C	5	0	-0.9	5	3	1	0.6	-0.4	7
27	O=C(CC1CC1)Nc1ccc2c(c1)[C@@H]1C[C@H](CC(=O)NC3CCCC3)O[C@@H](CO)[C@@H]1O2	12	0	·	-2	-4	·	-1.0	-2.3	4
28	O=C1NN(c2ccccc2)C(=O)/C1=C/c1ccc(-c2cccc(C(=O)O)c2)o1	4	-5	4.1	11	5	5	2.1	-0.9	-13
29	Cc1cc(C)nc(N2CCCC(C(=O)NCc3cccs3)C2)n1 (stereo not given)	-1	6	-2.3	3	-2	-7	-4.2	-1.2	9
30	Cc1ccc([N+](=O)[O-])cc1-c1ccc2cccc(C)c2n1	3	-3	1.1	2	6	-11	0.0	-0.8	-2
31	C=CCc1cccc2cc(C(=O)NCCOC)c(=O)oc12	29	-3	-0.5	5	4	3	-0.3	-1.4	13
32	O=C(COc1cccc(Oc2ccccc2)c1)Nc1ccc(SC(F)F)cc1	-11	6	0.2	22	-8	-105	-4.2	-0.7	-5
33	COc1cc(OC)cc(C(=O)NCC(=O)OCC(=O)Nc2ccc3c(c2)OCO3)c1	1	-6	-0.5	-1	5	10	-3.9	·	-1
34	O=C(CSc1ncccn1)n1c2c(c3ccccc31)CCCC2	8	2	0.5	-67	4	-1	-0.7	0.5	0
35	CC(Oc1ccccc1)C(=O)N1CCN=C1SCc1ccccc1 (stereo not given)	-1	0	0.3	-3	2	10	-1.8	·	0
36	CCc1cc(C(=O)c2ccc(OC)cc2)c(NC(=O)CN2CCN(C)CC2)s1	2	-15	4.5	?	15	-3	-0.7	0.0	-2
37	CN(C)c1ccc(-[n+]2c(-c3ccccc3)cc(-c3ccccc3)cc2-c2ccccc2)cc1	18	31*	·	-2	25	·	-3.2	·	-6
38	CCn1ncc(Cl)c1C(=O)NC(C)c1ccccc1 (stereo not given)	-3	-3	-3.1	-28	6	-5	-0.3	0.1	-2
39	COc1cccc(CN(C)C[C@H]2OCc3cnnn3CCCC(=O)N([C@@H](C)CO)C[C@@H]2C)c1	2	3	·	-7	5	·	-0.8	-0.6&1.3	0
40	Cc1cccc(NC(=O)c2cccnc2)c1C	3	0	1.7	7	-7	2	-1.4	-0.3	-3

Shown screen by screen: entries from further up
27) O=C(CC1CC1)Nc1ccc2c(c1)[C@@H]1C[C@H](CC(=O)NC3CCCC3)O[C@@H](CO)[C@@H]1O2
28) O=C1NN(c2ccccc2)C(=O)/C1=C/c1ccc(-c2cccc(C(=O)O)c2)o1

Assay by compound	27	28
GDH-TPI counter	12	4
PrPC TRFRET	0	-5
UGM FP inh	·	4.1
BoNT F protease	-2	11
MazF activator	-4	5
Rv3671c inh	·	5
FadD28 FP inh	-1.0	2.1
BioA inh	-2.3	-0.9
FBA Mtb inh	4	-13

Other structures follow.
nr	smiles	GDH-TPI counter	PrPC TRFRET	UGM FP inh	BoNT F protease	MazF activator	Rv3671c inh	FadD28 FP inh	BioA inh	FBA Mtb inh
41	COc1cccc(CNC(=O)c2cccnc2Sc2ccc(C)cc2C)c1	0	-8	-2.9	-10	-10	-5	-0.9	-0.2	0
42	CS(=O)(=O)c1ccccc1-c1nnc(NC(=O)c2ccc3ncsc3c2)o1	10	-4	2.7	-2	7	-1	-3.5	0.2	-2
43	Cc1ccc(S(=O)(=O)N2[C@@H](c3ccc(Cl)cc3)C(C(=O)O)=C[C@H]2C(C)(C)C)cc1	1	4	-0.3	-4	2	3	-16	2.8	-2
44	COc1ccc(S(=O)(=O)N2CCCCCC2)cc1NC(=O)Cc1ccccc1F	0	1	5.7	-9	13	-14	-4.5	·	1
45	Cc1ccc(C(C)C)c(OCC(=O)Nc2ccccc2N2CCN(C)CC2)c1	3	1	2.5	-11	0	-8	-3.9	0.8	1
46	Clc1ccccc1Nc1nc2ccccc2o1	0	-5	0.7	-5	6	0	-1.4	-0.5	5
47	COc1ccccc1CNC(=O)COC(=O)c1ccc2c(=O)n3c(nc2c1)CCCCC3	5	0	-2.7	-7	8	-2	-0.8	0.9	6
48	COc1ccccc1-c1cnc(C(O)c2ccc(C)cc2)[nH]1 (stereo not given)	-2	-3	·	-5	·	·	-3.9	1.1	-3
49	CCSc1nc(CC)c2c(c1C#N)CCCC2	16	4	1.7	-11	-3	0	0.1	·	3
50	S=c1[nH]nc(CSCc2ccccc2Cl)n1-c1ccccc1	11	2	-0.7	6	-2	-4	-0.3	·	-1
51	COc1ccccc1C(NC(C)=O)c1c(O)ccc2ccc(O)cc12 (stereo not given)	2	-7	1.3	10	2	0	1.6	-1.5	7
52	Cc1nn(-c2ccccc2)c(N2CCCC2)c1C=O	3	-3	-2.3	1	4	1	0.5	-0.1	0
53	O=C(NC1CCCCC1)C12CC3CC(C1)CC(n1cncn1)(C3)C2	5	3	-1.3	0	-1	8	-1.6	·	0
54	Cc1ccc(CNC(=O)CN2C(=O)CSc3ccc(S(=O)(=O)N4CCC(C)CC4)cc32)cc1	-7	2	-4.0	5	-3	-1	-7.4	0.4	0
55	CCOC(=O)CCn1cnc2ccc([N+](=O)[O-])cc2c1=O	1	-31	3.4	-1	3	4	0.3	-3.0	0
56	CC(NC(=O)CNC(=O)C(Cc1ccccc1)NC(=O)OCc1ccccc1)C(N)=O (stereo not given)	-1	3	-2.0	1	2	-7	-0.3	·	-1
57	C#Cc1cccc(Nc2nc(NC(C)C)nc3ccsc23)c1	23	1	·	2	·	·	-3.0	-1.7	5

Three compounds drawn at random from those above, as already listed:
nr	smiles	GDH-TPI counter	PrPC TRFRET	UGM FP inh	BoNT F protease	MazF activator	Rv3671c inh	FadD28 FP inh	BioA inh	FBA Mtb inh
4	CCOC(=O)C1CCCN(c2c(N3CCN(C)CC3)c(=O)c2=O)C1 (stereo not given)	17	-3	0.1	0	8	9	-3.5	6.8	-2
27	O=C(CC1CC1)Nc1ccc2c(c1)[C@@H]1C[C@H](CC(=O)NC3CCCC3)O[C@@H](CO)[C@@H]1O2	12	0	·	-2	-4	·	-1.0	-2.3	4
50	S=c1[nH]nc(CSCc2ccccc2Cl)n1-c1ccccc1	11	2	-0.7	6	-2	-4	-0.3	·	-1

Record cards, as listed above.
Results for `C#Cc1cccc(Nc2nc(NC(C)C)nc3ccsc23)c1` : GDH-TPI counter: 23; PrPC TRFRET: 1; UGM FP inh: ·; BoNT F protease: 2; MazF activator: ·; Rv3671c inh: ·; FadD28 FP inh: -3.0; BioA inh: -1.7; FBA Mtb inh: 5
Results for `Cc1ccc(S(=O)(=O)N2[C@@H](c3ccc(Cl)cc3)C(C(=O)O)=C[C@H]2C(C)(C)C)cc1` : GDH-TPI counter: 1; PrPC TRFRET: 4; UGM FP inh: -0.3; BoNT F protease: -4; MazF activator: 2; Rv3671c inh: 3; FadD28 FP inh: -16; BioA inh: 2.8; FBA Mtb inh: -2
Results for `Cc1ccc(CNC(=O)CN2C(=O)CSc3ccc(S(=O)(=O)N4CCC(C)CC4)cc32)cc1` : GDH-TPI counter: -7; PrPC TRFRET: 2; UGM FP inh: -4.0; BoNT F protease: 5; MazF activator: -3; Rv3671c inh: -1; FadD28 FP inh: -7.4; BioA inh: 0.4; FBA Mtb inh: 0

Screening data deposited in PubChem BioAssay by several laboratories.
